Screening results as filed in PubChem BioAssay.
LGR2 inh: Drosophila LGR2 receptor signaling inhibition | HEK293 LGR2, CRE-luciferase, bursicon-stimulated, 4 h | inhibition, % at 9.99 µM | 380,000 compounds, 0.35% hits;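 active = drop in luminescence signal, shown as inhibition above about 50% in the replicate tests, limit read from the data, passing the limit was not always enough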;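 also: agonist challenge used bursicon conditioned medium at about half maximal strength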
SIRT5 inh: blocks human SIRT5 desuccinylation of peptide. Q9NXA8. inhibition, % at 15 µM. Purified SirT5, succinyl-peptide AMC, trypsin-coupled fluorescence. 330,000 compounds, 1.1% hits. AID 652115; in the data active = inhibition above about 15%
C2C12 statin: suppression of simvastatin myotoxicity. C2C12 myotubes + simvastatin, ATP luminescence, 48 h; scaled: DMSO 0, geranylgeraniol control 100. rescue of ATP level, % at 7.49 µM. AID 602340. 330,000 compounds, 0.78% hits;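 active = mean ATP rescue above about 67%, or every replicate alone reaching that limit, limit read from the data, passing the limit was not always enough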;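 also: myotubes were challenged with 10 µM simvastatin during compound exposure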
ERAP1 HTS inh: ERAP1 (human) enzyme inhibition; Q9NZ08; recombinant ERAP1, Leu-AMC fluorescence, 60 min; inhibition, % at 10.7 µM; 340,000 compounds, 0.15% hits; AID 652197;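 active = mean replicate inhibition of at least 30%, or all replicates individually reaching that 30% level; inactive = mean below 30% and not every replicate reaching it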;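 also: 0% = neutral control wells and 100% = L-leucinethiol positive control wells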
Target sequence (Q9NZ08 whole entry, looked up): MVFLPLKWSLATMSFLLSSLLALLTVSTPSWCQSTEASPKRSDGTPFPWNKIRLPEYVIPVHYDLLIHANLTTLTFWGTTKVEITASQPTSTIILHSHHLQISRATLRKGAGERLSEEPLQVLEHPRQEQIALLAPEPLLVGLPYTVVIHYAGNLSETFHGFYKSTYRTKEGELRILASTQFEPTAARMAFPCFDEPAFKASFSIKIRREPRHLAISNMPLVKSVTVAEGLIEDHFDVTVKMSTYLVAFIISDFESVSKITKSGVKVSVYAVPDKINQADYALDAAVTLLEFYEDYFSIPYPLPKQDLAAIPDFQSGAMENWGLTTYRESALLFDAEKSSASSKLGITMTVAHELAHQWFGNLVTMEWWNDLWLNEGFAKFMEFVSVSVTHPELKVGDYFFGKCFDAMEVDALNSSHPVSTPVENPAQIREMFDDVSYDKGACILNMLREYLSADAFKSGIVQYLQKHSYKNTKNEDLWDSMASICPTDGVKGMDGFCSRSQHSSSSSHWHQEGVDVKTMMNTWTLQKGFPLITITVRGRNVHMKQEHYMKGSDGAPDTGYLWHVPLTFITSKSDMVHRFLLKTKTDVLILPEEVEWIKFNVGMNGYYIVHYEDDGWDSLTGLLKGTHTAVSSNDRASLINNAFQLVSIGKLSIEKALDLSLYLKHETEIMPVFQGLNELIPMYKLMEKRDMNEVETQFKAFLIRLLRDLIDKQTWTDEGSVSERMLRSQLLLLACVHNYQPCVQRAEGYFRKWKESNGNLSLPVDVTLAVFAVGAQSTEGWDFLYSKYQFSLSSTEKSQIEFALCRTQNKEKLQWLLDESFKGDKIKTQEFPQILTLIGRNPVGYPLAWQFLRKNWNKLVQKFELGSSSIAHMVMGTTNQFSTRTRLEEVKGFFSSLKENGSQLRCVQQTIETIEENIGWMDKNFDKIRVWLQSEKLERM
PGC1a acetyl inh: modulators of PGC1a acetylation | U2OS PGC1a acetylation, AlphaScreen anti-acetyl-lysine; with virally co-expressed GCN5 acetyltransferase | inhibition, % at 15.6 µM | 350,000 compounds, 0.17% hits;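 active = every replicate shows inhibition of at least 40%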;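 also: 0% = neutral control wells and 100% = positive control wells; some results beyond the cut were filed as inactive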
Cneo AK release: causes C. neoformans cell lysis | 360,000 compounds, 0.2% hits | adenylate kinase release luminescence, 4 h; normalised: neutral wells 0, clomiphene wells 100 | lysis activity, % at 15 µM;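 active = mean lysis activity across replicates of at least 80%, whatever share of replicates individually reach that level; inactive = mean lysis activity below 80%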
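Signal: Adenylate kinase release luminescence | Assay system: Log-phase Cryptococcus neoformans yeast cells | Input: Cells at 5 × 10^6 per mL | Buffer or medium: Fresh YPD growth medium | Compound: Single dose | Schedule: Static 4 h at 37 °C with compound, 1 h detection | Controls: Clomiphene | Read-out: Luminescence rise reflecting yeast cell lysis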
Xi reactivation: X-chromosome reactivation activator | activation, % at 7.58 µM | XiGFP mouse fibroblasts, % GFP-positive cells imaging, 3 d; cells co-treated with 5-aza-dC sensitizer; scaled so ellipticine positive control = 100% | 360,000 compounds, 0.055% hits | AID 743238;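 active = mean normalized replicate activation at least 10% and every replicate at or above 10%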;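 also: 0% = median of on-plate neutral control wells and 100% = ellipticine 6 µM median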
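Material: XiGFP fibroblasts, SV40-immortalized. Buffer or medium: DMEM plus 5-aza-dC sensitizer. Compound: single concentration per compound, delivered by pin transfer. Times: 3 days compound exposure. Controls: ellipticine 6 µM.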
S100A4 MyoIIA: inhibitors of human S100A4 binding to myosin IIA peptide. 360,000 compounds, 0.14% hits. S100A4/TAMRA-MyoIIA peptide fluorescence polarization. AID 652163. P26447. inhibition, % at 10.7 µM;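 active = mean inhibition of at least 70% across replicates, with every replicate also reaching that level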
Target sequence (P26447 whole entry, looked up): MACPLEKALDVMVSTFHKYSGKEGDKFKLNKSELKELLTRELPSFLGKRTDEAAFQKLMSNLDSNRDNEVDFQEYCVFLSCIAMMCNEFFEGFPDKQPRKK
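Assay system: human S100A4 monomer with TAMRA-labelled myosin IIA peptide / Buffer or medium: Calcium-containing HEPES buffer, pH 7.2 / Reagent: TAMRA-labelled myosin IIA heavy-chain peptide probe, 5 nM / Compound: one dose per compound / Timing: polarization read 5 min after assay mix addition, stable 5–60 min / Benchmarks: neutral control DMSO, positive control TFP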
* hit, by the source's call; / = not tested or not shown.

entry | Compound | LGR2 inh | SIRT5 inh | C2C12 statin | ERAP1 HTS inh | PGC1a acetyl inh | Cneo AK release | Xi reactivation | S100A4 MyoIIA
1 | Cc1cccc2cc(CN(Cc3ccccc3)C(=S)NCCCN(C)C)c(=O)[nH]c12 | -9 | / | / | 0 | -11 | / | 0.0 | -3
2 | O=C(C[C@H]1C[C@H](C(=O)N2CCOCC2)[C@@]2(CCC3CCCC3)c3[nH]c4ccc(Cl)cc4c3CCN2C1=O)NCCCn1ccnc1 | 22 | 1 | 6 | / | 3 | 15 | 0.0 | 0
3 | COc1cc(NC(=O)CN2CCCCC2)c(C)cc1[N+](=O)[O-] | / | -3 | -8 | 4 | / | 2 | 0.0 | -1
4 | CNC(=S)N1CCN(c2nc(-c3cccc(OC)c3)cs2)CC1 | -17 | -1 | 4 | 0 | / | 0 | 0.2 | -5
5 | C/C=C/c1ccc([C@H]2[C@@H](CO)N(Cc3cccnc3)C23CN(C(=O)CC)C3)cc1 | -1 | 0 | / | 2 | 2 | / | 0.1 | -48
6 | CCc1ccccc1NC(=O)CN1CCN(C(=O)CNC(=O)c2ccc(N3CCCC3=O)cc2)CC1 | 10 | -1 | 11 | -2 | 5 | 1 | 0.0 | -10
7 | NC(=O)CSc1ccc(-c2ccc(F)cc2)nn1 | -13 | -1 | / | -2 | 0 | / | 0.0 | 1
8 | CCCC(=O)N1C[C@@H]2[C@H](c3ccccc31)[C@H](CO)N2C(=O)Nc1ccc(F)cc1 | -9 | 1 | 12 | 1 | -3 | 2 | 0.0 | 2
9 | CC1(c2ccc(Cl)cc2)NC(=O)N(CC(=O)NC2CCCCC2)C1=O (centres undefined) | -14 | -1 | -10 | 2 | 10 | 0 | -0.1 | 34
10 | COc1cccc(/C=C/C(=O)Nc2ccc3[nH]c(=O)[nH]c3c2)c1 | 7 | -5 | / | / | / | / | 0.2 | 3
11 | CCN(CC(=O)Nc1c(F)cccc1F)C(=O)Cc1ccccc1 | 32 | -3 | -2 | 1 | / | 0 | 0.0 | 2
12 | CC1(C)Cc2ccccc2C(COc2ccccc2)=N1 | 0 | 5 | -2 | -1 | -1 | 0 | 6.4 | 0
13 | O=C(NNC(=O)c1ccccc1Br)c1ccc(Cl)cc1 | -2 | -1 | -8 | 7 | 1 | -1 | / | -6
14 | CNC(=S)N(Cc1ccc(OC)cc1)Cc1cc2cc(C)ccc2[nH]c1=O | 9 | -2 | / | -1 | 8 | -4 | 0.0 | -10
15 | COc1ccccc1S(=O)(=O)N[C@@H]1C=C[C@@H](CC(=O)NCc2cccc(F)c2)O[C@@H]1CO | 3 | -1 | 2 | 0 | 1 | 10 | 0.0 | 1
16 | C[C@@H]1CN([C@H](C)CO)S(=O)(=O)c2ccc(Br)cc2O[C@@H]1CN(C)Cc1cccnc1 | 1 | -2 | -3 | 0 | 2 | 3 | 0.0 | -11
17 | COC(=O)C1CCN(C(=O)/C=C/c2ccc3c(c2)OCO3)CC1 | -104 | 0 | -3 | 4 | 6 | -1 | 0.3 | -2
18 | CCOc1ccc(C2NC(=S)NC3=C2CCc2ccccc23)cc1 (centres undefined) | / | -2 | / | -2 | 26 | 0 | 0.0 | -5
19 | O=C(Nc1ccc(N2CCOCC2)cc1)c1csc([C@H]2C[C@H](O)[C@@H](CO)O2)n1 | / | -4 | -16 | -5 | / | -2 | 0.4 | -3
20 | COc1ccc(C(N)c2csc(Nc3nncc4ccccc34)n2)cc1 (centres undefined) | 4 | / | -10 | -1 | / | 1 | 0.1 | 2
21 | COCCN(CCOC)C(=O)C1CCN(c2ccc(S(=O)(=O)N3CCOCC3)cc2[N+](=O)[O-])CC1 | -17 | 0 | -7 | -1 | / | -2 | 0.0 | -10
22 | COc1ccc(C(=O)N2CCC(n3c(C)nc4cc(F)ccc43)CC2)cc1 | -7 | 2 | / | -1 | 4 | / | 1.1 | -3
23 | Cc1ccc(C(=O)Nc2cccc(C(=O)N/N=C/c3ccc(F)cc3)c2)cc1 | -44 | 2 | -3 | 0 | / | -3 | -0.1 | -1
24 | COc1ccc(/C=N/c2oc(-c3ccccc3)cc2C#N)cc1 | 2 | / | -1 | / | -7 | -3 | / | /
25 | COc1ccc(/C=N/NC2=NS(=O)(=O)c3ccccc32)cc1 | -11 | 2 | 6 | -3 | -5 | 0 | 0.1 | 1
26 | CCC(=O)N[C@@H]1CC[C@H](CCn2cc(CN(C)C)nn2)O[C@@H]1CO | -8 | 2 | 2 | 0 | 2 | 3 | 0.4 | 7
27 | N#C[C@@H]1[C@H](c2ccc(C3=CCCC3)cc2)[C@H](CO)N1C(=O)c1ccccn1 | 4 | 1 | -21 | 3 | -6 | -2 | -0.1 | -5
28 | O=[N+]([O-])c1cc(CN2CCN(c3cccc(C(F)(F)F)c3)CC2)c2cccnc2c1O | 3 | -3 | / | 1 | / | / | 0.0 | 0
29 | Cc1ccc(S(=O)(=O)N(C)C[C@@H]2Oc3ccc(NC(=O)Cc4ccccc4)cc3C(=O)N([C@@H](C)CO)C[C@H]2C)cc1 | -1 | -2 | 12 | -1 | -10 | -2 | -1.0 | -32
30 | CCOC(=O)[C@]12CCC=C1N(Cc1ccc(Cl)cc1Cl)C(=O)[C@H](CC(=O)NCc1ccccc1)C2 | 4 | -6 | / | -1 | / | / | -0.1 | 2

Carrying on:
entry | Compound | LGR2 inh | SIRT5 inh | C2C12 statin | ERAP1 HTS inh | PGC1a acetyl inh | Cneo AK release | Xi reactivation | S100A4 MyoIIA
31 | C[C@H]1CN([C@@H](C)CO)S(=O)(=O)c2ccc(-c3ccc(F)cc3)cc2O[C@H]1CN(C)C(=O)C1CC1 | -19 | / | -4 | / | -3 | / | 0.4 | /
32 | O=Cc1cn(-c2ccccc2)nc1-c1ccccc1 | -52 | -4 | -17 | 3 | -24 | -4 | 0.2 | -9
33 | COc1ccc(C(=O)Cc2ccc(F)cc2)c(OC)c1 | / | 1 | -3 | 2 | 6 | 3 | -0.1 | 3
34 | C[C@H](CO)N1C[C@H](C)[C@H](CN(C)Cc2ccccc2)Oc2ccc(NS(C)(=O)=O)cc2CC1=O | 6 | 2 | -35 | -1 | -1 | -1 | 0.3 | 4
35 | C[C@@H]1CN([C@@H](C)CO)S(=O)(=O)c2ccc(C#CC3CCCC3)cc2O[C@@H]1CN(C)C | -32 | 7 | 22 | -6 | -14 | 2 | 0.0 | 8
36 | COc1ccc(C(=O)NCC(=O)N/N=C/c2ccc([N+](=O)[O-])o2)cc1OC | -2 | 4 | / | 6 | / | / | 0.0 | 1
37 | CCC(C)(C)C1CCC(=NNC(=S)Nc2cccnc2)CC1 (centres undefined) | 6 | 1 | -2 | 3 | -2 | 0 | 0.4 | 7
38 | O=C(Nc1ccc(F)cc1F)C1CCN(c2ncnc3c2sc2cccc(F)c23)CC1 | 15 | 1 | 12 | 0 | 4 | -1 | 0.0 | -2
39 | Cc1cc(-c2ccccc2C(=O)NC2CCCCC2)on1 | / | -4 | / | 1 | / | / | 0.0 | 3
40 | Cc1nc(NC(=O)C(C)(C)C)sc1C(=O)Cn1cc(CCc2ccccc2)nn1 | -11 | -1 | 2 | 1 | -23 | 1 | 0.1 | -3
41 | C=CCOc1ccc(C(c2c(O)nc(SC)[nH]c2=O)c2c(O)nc(SC)[nH]c2=O)cc1 | 4 | / | 3 | / | 0 | 1 | 0.1 | 0
42 | C[C@@H]1CN([C@@H](C)CO)C(=O)c2cc(C#CC3(O)CCCC3)cnc2O[C@H]1CN(C)C(=O)C1CC1 | -2 | / | 2 | / | -1 | / | -1.2 | /
43 | COc1ccc(C2SCC(C(=O)O)N2C(C)=O)cc1OC (centres undefined) | -4 | / | 0 | 1 | / | -3 | 0.2 | 0
44 | COc1ccc(Nc2cc(C)nc3nc(C)nn23)cc1Cl | 8 | / | 1 | / | 1 | -1 | 0.4 | 0
45 | CCN(N)C(=S)Nc1ccc(F)cc1 | -15 | -7 | 23 | 7 | 4 | 7 | 0.2 | 0
46 | COc1ccc(C(CC(=O)O)NC(=O)COc2cc(C)ccc2C)cc1OC (centres undefined) | 15 | 3 | / | 3 | 17 | 4 | 0.0 | -16
47 | CC(C)C#Cc1ccc2c(c1)O[C@@H](CN(C)C(=O)c1cccnc1)[C@H](C)CN([C@H](C)CO)S2(=O)=O | -10 | -1 | -11 | -2 | 8 | 0 | -0.8 | -33
48 | CC(=O)c1cccc(NC(=S)NC2CCCCCCC2)c1 | 9 | -2 | 13 | 5 | -2 | 129* | 0.1 | -6
49 | CN(C)c1cccc(C(=O)OCCCC(=O)c2ccc(F)cc2)c1 | -43 | 0 | -7 | -1 | -7 | 0 | 0.1 | -1
50 | CC(=O)Nc1ccc(C(=O)CSc2nnnn2C(C)C)cc1 | -14 | -5 | / | -6 | 6 | 0 | / | -2
51 | COCCCNC(=O)C1=CCN(S(=O)(=O)c2ccc(C)cc2)CC1 | 8 | 2 | -5 | -6 | 0 | 0 | -0.1 | 24
52 | N#Cc1ccc(-c2ccc([C@H]3[C@H]4CN(S(=O)(=O)c5ccccc5)CCCCN4[C@H]3CO)cc2)cc1 | 23 | -2 | / | 4 | -7 | 46 | 0.0 | 3
53 | COc1cc2sc3ccc(C#Cc4ccc(N)cc4)cc3c(=O)c2cc1OC | -28 | / | -19 | / | / | 7 | 0.0 | /
54 | CCS(=O)(=O)NC(C)C(c1cccs1)N1CCN(C)CC1 (centres undefined) | 0 | -9 | 1 | -1 | -11 | -1 | / | -1
55 | Nc1ncnc(Nc2ccc(S(N)(=O)=O)cc2)n1 | -4 | 3 | 2 | 3 | / | 0 | 0.0 | -19
56 | C=CCn1c(=O)[nH]c2nc3cc(N=CN(C)C)c(C)cc3nc2c1=O | 9 | -2 | / | 0 | 10 | 0 | 0.0 | 4
57 | CSc1nc(-c2ccco2)nn1S(=O)(=O)c1ccc(C)cc1 | 18 | / | -3 | -1 | 15 | 0 | 0.2 | 4
58 | COCCN1CN(S(=O)(=O)c2cccc(Cl)c2)c2nc3ccccc3nc21 | -11 | -10 | 13 | -3 | 1 | -2 | 0.0 | -1
59 | CC(=O)NCCc1c[nH]c2ccc(O)cc12 | -9 | 0 | 2 | -5 | -6 | 2 | 0.3 | 4
60 | COc1ccccc1CN1[C@@H](CC(C)=O)c2cc(C(F)(F)F)ccc2S1(=O)=O | 5 | / | 5 | / | 8 | 0 | -0.4 | 35

(list continues)
entry | Compound | LGR2 inh | SIRT5 inh | C2C12 statin | ERAP1 HTS inh | PGC1a acetyl inh | Cneo AK release | Xi reactivation | S100A4 MyoIIA
61 | CCCCN(Cc1ccco1)C(=O)Cn1ncc2c(=O)oc3ccc(C)cc3c21 | 4 | 1 | -50 | 0 | / | 2 | 0.0 | 1
62 | CCOC(=O)C1(CCOc2ccccc2)CCN(Cc2cccn2-c2ncccn2)CC1 | 7 | 0 | / | -3 | 2 | / | 0.0 | 0
63 | COC(=O)c1cc(S(=O)(=O)NC2CCC(C)CC2)cn1C (centres undefined) | -3 | -4 | / | -1 | / | / | -0.1 | -1
64 | COCc1cccc(NC(=O)CCc2ccccc2)c1 | -6 | -2 | / | -1 | -8 | / | 0.9 | -1
65 | Cc1cc(C)cc(Nc2nc3c(S(=O)(=O)c4ccccc4)nnn3c3ccccc23)c1 | / | -1 | / | 2 | / | / | -0.1 | 7
66 | CCOc1ccc(CN(C)CC(=O)Nc2cccc(C)c2)cc1OC | 6 | -1 | 0 | 1 | 1 | 0 | 0.0 | 0
67 | NC(=O)c1ccc(NC(=O)c2ccc3c(c2)OCO3)cc1 | -31 | 1 | 1 | 9 | / | 0 | / | -3

These rows are one share of the data, so the mix of outcomes need not match the whole.
